Screens from PubChem BioAssay.
mHTT CaM bind = disrupts binding of mutant huntingtin to calmodulin | P42858 | AlphaScreen His-mHTT/GST-CaM binding, luminescence | inhibition, % at 15 µM | 190,000 tested, 3.6% active;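 also: 0% = both proteins with DMSO and 100% = one protein alone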
Pf apPOL inh = Pf-apPOL DNA polymerase inhibition | Recombinant Pf-apPOL, molecular beacon fluorescence, 1.5 h | inhibition, % at 10 µM | 210,000 tested, 0.25% active | AID 1794808
Numbers without * were called inactive; . = no result given; & = joins results of further samples. Rule as the data show it: active = inhibition above about 50%; inactive = the rest.

molecule	mHTT CaM bind	Pf apPOL inh
CC1=C(C(=O)Nc2cccnc2)C(c2ccc(OCc3ccccc3)cc2)n2nnnc2N1 (stereo not drawn)	43	-2
O=C(Nc1ccccc1-c1ccccc1)c1ccccc1Cl	-10	22
CC(=O)Nc1nc2c(c3c1c(=O)oc1ccccc13)CC(C)CC2 (stereo not drawn)	7	2
COc1ccc(C2Nc3ccccc3C(=O)N2c2ccc(C)cc2)cc1Cn1cc([N+](=O)[O-])cn1 (stereo not drawn)	11	4
CC(=O)Oc1ccc2c(c1)OC(=Cc1cccc(Br)c1)C2=O	1	-6
O=C(CSCc1ccccc1)N1CCN(c2ccc(F)cc2)CC1	17	-6
CC(=O)N1CCc2cc(Br)cc(S(=O)(=O)Nc3ccc(Br)cc3)c21	26	0
CCOc1ccc(C=C2Oc3c(ccc(O)c3CN(C)C)C2=O)cc1	11	0
CCOC(=O)C(=CNc1cc(C(C)(C)C)sc1C(C)=O)C(=O)OCC	.	-10
CCc1noc(C2CCCCN2Cc2ccccc2)n1 (stereo not drawn)	-32	-3
CCc1ccc(Nc2nn3c(=O)c4ccccc4nc3s2)cc1	6	4
Cc1cc(C)nc(NS(=O)(=O)c2ccc(NC(=O)c3ccc(C)c(Br)c3)cc2)n1	28	-2
COc1ccc(C(=O)COc2ccc3c(c2)OC(=Cc2cccc(OC)c2OC)C3=O)cc1	-4	-3
Cc1ccc(S(=O)(=O)N2CCC(C(=O)NC(C)c3ccccc3)CC2)cc1 (stereo not drawn)	-3	0
Cc1ccc(CN2C(=O)NC3(CCN(C(=O)c4ccc5ccccc5n4)CC3)C2=O)cc1	15	0
CC1CCCCC1NC(=O)c1cc(-c2ccncc2)nc2ccccc12 (stereo not drawn)	46	-6
Cc1cc(C)n(-c2ccc(-n3cccc3C=C(C#N)S(=O)(=O)c3ccccc3)cc2)n1	.	-20
COc1ccccc1NC(=O)CN1C(=O)NC2(CCC(C)CC2)C1=O (stereo not drawn)	-2	-8
O=C(CSc1nnc(-c2ccc(Cl)cc2Cl)o1)Nc1ccc(F)cc1	0	-7
COc1ccc(CC(=O)Nc2c3c(nn2-c2ccc(F)cc2)CS(=O)C3)cc1OC (stereo not drawn)	-3	-3
CCN1CCN(C(=O)Cn2cccc2-c2nc(-c3ccc(C)cc3)cs2)CC1	-6	0
COc1ccc(NC(=O)N2CCC(N3CCN(Cc4cccc(C)c4)C3=O)CC2)cc1	8	-3
CC1=C(C(N)=O)C(c2ccccc2[N+](=O)[O-])n2nnnc2N1 (stereo not drawn)	1	-4
CC(=O)Cn1c2ccccc2n2nc(CCC(=O)O)c(=O)nc12	-10	12
COc1cccc(C2C3=C(CC(C)(C)CC3=O)Nc3nc(SC)nn32)c1OC (stereo not drawn)	1	-3

Continued.
molecule	mHTT CaM bind	Pf apPOL inh
O=C(NCc1nnnn1-c1ccc(F)c(F)c1)c1cccc([N+](=O)[O-])c1	-15	-4
O=C(Nc1ccc2c(c1)OCCO2)c1ccc2nsnc2c1	.	-5
CN(CCNC(=O)C1CCCN(c2nnc3ccccn23)C1)C1CCCCC1 (stereo not drawn)	-2	-4
O=C(CSC1=NCCS1)NC1Cc2ccccc2C1	.	-4
CCOc1ccccc1NC(=O)CSc1nnc(NC(=O)c2snnc2C)s1	-12	-10
Cc1c(C(=O)NCCCN2CCCC2=O)oc2ccc(S(=O)(=O)N3CC(C)CC(C)C3)cc12 (stereo not drawn)	22	4
COc1ccc2cc3cc(C(=O)Nc4ccccc4OC)oc3nc2c1	-1	3
N#C/C(=C(/O)c1ccc(Br)cc1)c1nc2ccccc2s1	-5	-72
CC(C)C(=O)N(C)CC(=O)N1N=C(c2ccc(F)cc2)CC1c1ccccc1F (stereo not drawn)	18	-2
CC(CCc1ccccc1)NC(=O)c1ccco1 (stereo not drawn)	10	2
CC(C)(C)c1ccc(-c2cc(=O)[nH]c(=O)o2)cc1	.	1&-5
COc1ccc(-n2nc3cc(C)c(NC(=O)c4ccccc4OC)cc3n2)cc1	-4	3
Cc1cc(C)n(C(Nc2ccc(Br)cn2)c2ccc(C)o2)n1 (stereo not drawn)	1	-8
Cn1c(C2CCC(CNC(=O)COc3ccc(F)cc3)CC2)nc2ccccc21 (stereo not drawn)	-7	-13
CC(=O)N1CCc2sc(C(=O)NCc3ccc(C)o3)cc2C1	11	-8
COc1ccc(NC(=O)N2CCCC2c2c(C)noc2C)cc1OC (stereo not drawn)	3	-3
CC(C)COC(=O)Oc1ccccc1Br	-9	0
CCC(=O)Nc1ccc2c(c1)N(C(C)=O)CCC2	-2	-4
Cc1ccc(C2CC(C(F)(F)F)n3nc(C(=O)Nc4cccc(C)c4)cc3N2)cc1 (stereo not drawn)	3	-3
Cc1ccc(Cl)cc1NC(=O)CSc1cccc2cccnc12	19	3
O=C(c1ccccc1-c1ocnc1C(=O)N1CCCCC1)N1CCCCC1	-1	-5
O=C(c1ccccn1)N1CCCn2nc(-c3ccc(Cl)cc3)cc2C1	21	-1
N#CC1=C(N)C(C#N)(C#N)C(c2cccnc2)C2CCCC=C12 (stereo not drawn)	5	7
N#Cc1c(C(F)(F)F)cc(-c2ccccc2)nc1SC=C(O)c1cc2ccccc2o1	.	-105
COc1ccc(CNC(=O)C2CCN(c3nnc(-c4ccc(C)cc4)o3)CC2)cc1	38	-2

Whole records, quoted from the list. Order of screens: mHTT CaM bind, Pf apPOL inh
Cc1ccc(Cl)cc1NC(=O)CSc1cccc2cccnc12 in the list: 19, 3
COc1ccc2cc3cc(C(=O)Nc4ccccc4OC)oc3nc2c1 in the list: -1, 3
COc1ccc(-n2nc3cc(C)c(NC(=O)c4ccccc4OC)cc3n2)cc1 in the list: -4, 3
CN(CCNC(=O)C1CCCN(c2nnc3ccccn23)C1)C1CCCCC1 (stereo not drawn) in the list: -2, -4
CC(C)COC(=O)Oc1ccccc1Br in the list: -9, 0

Three records drawn at random from the list so far:
molecule	mHTT CaM bind	Pf apPOL inh
CC(C)C(=O)N(C)CC(=O)N1N=C(c2ccc(F)cc2)CC1c1ccccc1F (stereo not drawn)	18	-2
COc1ccc(NC(=O)N2CCCC2c2c(C)noc2C)cc1OC (stereo not drawn)	3	-3
CCOc1ccccc1NC(=O)CSc1nnc(NC(=O)c2snnc2C)s1	-12	-10

The results go on.
molecule	mHTT CaM bind	Pf apPOL inh
Cc1cc(I)ccc1Nc1nc(Cl)nc(NCCO)n1	10	-2
Cc1onc(-c2ccccc2)c1C(=O)NNC(=O)c1ccc(-n2c(C)ccc2C)cc1	.	-1
CCn1cc(C(=O)Nc2cc(OC)c(OC)c(OC)c2)c(=O)c2ccc(C)nc21	-1	-4
O=C(Cc1ccc(F)cc1)N1CCCC(COc2ccc(C(=O)N3CCCC3)cc2)C1 (stereo not drawn)	16	3
CC(C)n1cc2cc(C(=O)N3CCOCC3)sc2c1	2	-4
Cc1ccc2c(=O)cc(-c3cccc(F)c3)oc2c1	7	-4
Cn1cnnc1SCCn1c(N2CCCCC2)nc2c1c(=O)[nH]c(=O)n2C	-4	-3
CC(C)(C)C1(O)CC(C(F)(F)F)=NN1C(=O)c1cccc(Cl)c1 (stereo not drawn)	2	0
COc1cc2c(cc1OC)-c1cc(Br)ccc1C(C#N)C2 (stereo not drawn)	-19	.
Cc1ccc(NC(=O)c2cccs2)cc1NC(=O)c1cccs1	-6	2
CCC(C)NS(=O)(=O)c1ccc2nc(-c3ccccc3)[nH]c2c1 (stereo not drawn)	21	-2
CC(=O)C1=C(C)Nc2sc(C(=O)c3cccc([N+](=O)[O-])c3)c(N)c2C1c1cccnc1 (stereo not drawn)	57*	0
O=C(NCCCS(=O)(=O)N1CCN(c2ncccn2)CC1)C1CC1	-16	-8
CCC1CCCCN1S(=O)(=O)c1cc(OC)c(C)cc1C (stereo not drawn)	-51	-1
CCC(=O)N1c2ccc(S(=O)(=O)NC(C)CC)cc2CC1C (stereo not drawn)	2	9
CCCCN1CC(C(=O)NCc2ccc(C)cc2)CC1=O (stereo not drawn)	-3	0
COc1ccccc1NC(=O)c1cc2ccccc2oc1=Nc1ccc(F)cc1	3	-2
CCc1ccc(NC(=O)CNS(=O)(=O)c2ccc(Br)s2)cc1	-1	7
O=C(NNC(=O)c1ccc2nccnc2c1)c1ccc(C(F)(F)F)cc1	.	2
COc1cccc(C(=O)N2CCC(c3nc(-c4ccc(NC(C)=O)cc4)no3)CC2)c1OC	13	6
CC(=O)c1cccc(NC(=O)NC2CCCCC2)c1	-2	6
Cc1c(Cl)c([N+](=O)[O-])cc([N+](=O)[O-])c1NCCNC(=O)c1nonc1N	7	-4
CCN(CC)c1ccc(/C=C2/C(=O)N(c3ccc(Cl)c(C(=O)O)c3)N=C2C)cc1	59*	-2
CCc1ccc(N2C(=O)Nc3ccccc3C2(O)C(=O)N2CCOCC2)cc1 (stereo not drawn)	0	-2
O=C1CC(NC(=O)CCC2CCCCC2)CN1 (stereo not drawn)	-5	-4

Going on with the list:
molecule	mHTT CaM bind	Pf apPOL inh
O=C(CNS(=O)(=O)c1ccc(Br)s1)NCCc1ccc(Cl)cc1	1	-3
CC1CCC(C(=O)NC(C(=O)NC2CCCC(C)C2C)C(C)C)CC1 (stereo not drawn)	1	-2
COc1cc(OC)cc(C(=O)Nc2sc3c(c2C(N)=O)CCCC3)c1	-1	0
Cc1ccc(C(=O)N2CCN(c3ccc(NC(=O)C4CCCC4)cn3)CC2)cc1	5	-4
CN1c2ccc(F)cc2C(=O)NC12CCN(C(=O)Cc1ccccc1Cl)CC2	2	0
Cc1nc2ncnn2c(C)c1Cc1ccccc1Cl	-5	36
CC1=C(C(=O)N2CCN(c3cc(Cl)ccc3C)CC2)C2(CCC(C)CC2)OC1=O (stereo not drawn)	43	-2
O=C1c2ccccc2C(=O)N1CN1CCN(c2ccccc2F)CC1	-4	-1
Cc1ccc2cc3cc(C(=O)Nc4ccc5c(c4)OCO5)oc3nc2c1	-5	0
CCCCN(CC)C(=O)Cc1ccc(Br)cc1	-15	-13
Cn1cc(CC(=O)Nc2ccc3c(c2)CCCN3C(=O)c2ccccc2)c2ccccc21	28	-10
COc1ccc(NC(=O)CCN2CCN(C3c4ccccc4-c4ccccc43)CC2)cc1	17	-4
CCc1ccc(NS(=O)(=O)c2ccc(F)cc2)cc1	-13	-1
CCCCC1(C)OC(=O)C(=Cc2ccc(N(CC)CC)cc2)C(=O)O1 (stereo not drawn)	3	4
Cc1cc(C)c(C#N)c(SCc2nnc(-c3ccc([N+](=O)[O-])cc3)o2)n1	0	1
O=C1OC2C[C@H]1[C@@H]1C(=O)N(Cc3ccccc3)CCC1C2I (stereo partly drawn)	2	-4
COc1ccc(N2C[C@H](C)[C@@H](CC(=O)Nc3ccc(Br)cc3)C2=O)cc1	-5	0
CC(=O)Nc1ccc(NC(=O)c2oc(=O)c3ccccc3c2-c2ccccc2)cc1	29	-5
CCc1cccc(NC(=O)c2cc3n(n2)CCCN(Cc2ccc(F)cc2)C3=O)c1	1	-5
NNc1nncc2ccccc12	.	5
CCc1nc(NN)c2c3c(sc2n1)CCC3	16	-6
Cc1cccc(COc2cccc(-c3noc(C)n3)c2)c1	-181	-1
Cc1cc(C)n(C2=NCCN2)n1	.	4&-8
Cc1ccc(CNC(=O)C(C)C2CCN(S(=O)(=O)c3c(C)noc3C)CC2)cc1 (stereo not drawn)	-2	-2
COc1ccc(C2CN=NC23CSc2ccccc2C3=O)cc1 (stereo not drawn)	.	0

(further entries)
molecule	mHTT CaM bind	Pf apPOL inh
Cc1ccc2nc3c(c(Nc4ccc(N5CCOCC5)cc4)c2c1)CCC3	29&22	0&4
COc1ccccc1C1CC(=O)Nc2n[nH]c(-c3ccc(Cl)cc3)c21 (stereo not drawn)	21	0
COc1ccc(C(=O)OC2CC3CCC(C2)N3C(C)=O)cc1OC (stereo not drawn)	.	-17
O=C(CCc1c(-c2ccc(Cl)cc2)nc2ccccn12)N1CCOCC1	-3	-1
CC(C)CNC(=O)NC1(C(F)(F)F)Oc2ccccc2O1	-7	-3
COc1cccc(OC)c1C(=O)N1CCCC1c1c(C)noc1C (stereo not drawn)	-3	0
O=C1NC(=O)C2C1ON(c1ccc(Cl)cc1)C2c1ccc(F)cc1 (stereo not drawn)	0	-7
CCC(=O)Nc1ccc2c(c1)Sc1ncccc1C(=O)N2CC	-4	2
O=C(C=Cc1cccs1)NC(=S)Nc1nc(-c2ccc(Cl)cc2)cs1	.	-3&-4
Cc1c(Cl)cccc1Nc1nc(N)nc(CN2CCCCC2)n1	6	-1
CC1CCc2c(cnc3c(C(=O)NCc4ccccc4)cnn23)C1 (stereo not drawn)	-6	-2
Cc1ccsc1C1Nc2ccc3ncccc3c2C2=C1C(=O)CC(C)(C)C2 (stereo not drawn)	31	-4
Cc1ccnc(NS(=O)(=O)c2ccc(NC(=O)c3ccc(Cl)cc3Cl)cc2)n1	0	-3
CCn1nccc1C(=O)NC(Cn1cccn1)C(C)(C)C (stereo not drawn)	-5	.
Cc1ccc(NC(=O)CN2CCC(C(=O)NCCOc3ccc(F)cc3)CC2)c(C)c1	-13	-15
COc1cc(OC)cc(C(=O)Nc2ccc3oc(-c4ccc(C(C)(C)C)cc4)cc(=O)c3c2)c1	-5	-2
COc1ccc(N2C(=O)CCc3c(-c4ccccc4)cc(N(C)C)cc32)cc1	24	-4
COc1ccc(-c2oc3ncn(Cc4ccco4)c(=N)c3c2-c2ccc(OC)cc2)cc1	12&12	-4&-5

Outcome played no part in choosing rows; 3.6% or so of the library scored in one or more.
